# High-throughput results (PubChem)
# mouse IAP activators: activators of mouse IAP, confirmation, biochemical, luminescence, single concentration (AID 434970). purified mouse IAP, CDP-Star luminescence, 30 min; hits give low values. activity change, negative = activation, % at 10 µM. actives 2.9% (n = 11,000); in the data active means activity change below about -85%;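 further: percent relative to enzyme plus DMSO wells and wells without enzyme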
# mouse IAP activators Fold change: also measured in mouse IAP activators; calls as there; activation factor; measured here: IAP activation factor; hits give high values;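 fold luminescence change scaled to plate control wells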
# Starred values were filed as active, the others as inactive.
SMILES,mouse IAP activators,mouse IAP activators Fold change
CC(=O)c1cccc(NC(=O)CCNS(=O)(=O)c2cccc3nsnc23)c1,7,0.93
CCCCCCOC(=O)C(C#N)c1nc2ccccc2nc1N1CCN(CC)CC1 (stereo unspecified),11,0.89
CCc1ccc(N2CC(C(=O)OCC(=O)Nc3cc(C)on3)CC2=O)cc1 (stereo unspecified),-1,1
COc1ccc(C)cc1NC(=O)C(=O)NNC(=O)c1ccco1,13,0.87
COc1ccc(OC)c(/C(O)=C/C(=O)C(=O)Nc2cc(C)ccc2OC)c1,6,0.95
CCOC(=O)C1C(=O)C=C(c2ccc(Br)cc2)CC1c1ccco1 (stereo unspecified),4,0.96
Cc1ccc(OCCn2c(CCCO)nc3ccccc32)cc1,6,0.94
O=C(NCc1ccccn1)c1ccc2nc(-c3ccco3)c(-c3ccco3)nc2c1,24,0.76
CCOCC(=O)Nc1nnc(COC)s1,-3,1
CCN(CC)c1ccc(NC(=O)COC(=O)c2ccc3ccccc3n2)cc1,-4,1
COCCCNC(=O)C[C@H]1C[C@H](C(=O)N2CCOCC2)[C@@]2(C)c3[nH]c4cc(CCC(=O)N(C)C)ccc4c3CCN2C1=O,-4,1
COC(=O)c1nc2nc(C)cc(C(F)(F)F)n2n1,-11,1.1
O=c1cc(CSc2ccc(Cl)cc2)nc2nc[nH]n12,-7,1.1
Cc1ccc(N(C(=O)CNC(=O)c2ccco2)C(C(=O)NCC2CCCO2)c2ccccc2)cc1 (stereo unspecified),-4,1
COc1cc(NC(=O)NCC2CCN(Cc3ccccc3C)CC2)cc(OC)c1OC,-190*,2.9*
Cc1noc2ncnc(Sc3c(Cl)cccc3Cl)c12,9,0.91
CCCCNC(=O)C1CCCN1C(=O)NC1CCCCC1 (stereo unspecified),0,1
CC1CCN(CCCCOc2ccc(C(=O)c3ccccc3)cc2)CC1,8,0.92
O=C(CCC1CCCC1)Nc1ccc(OCC(=O)N2CCOCC2)cc1,5,0.95
COc1ccc2c(c1)-c1ccccc1S(=O)(=O)N(C)C2,-2,1
COc1ccc(N2C(=O)C3CCCN3C2c2cccc(C)c2)cc1Cl (stereo unspecified),-3,1
O=C(Nc1ccccc1Sc1ccccc1)c1ccccc1,8,0.92
CC(C)(C)NC(=O)C(c1ccccn1)N(C(=O)c1ccc2c(c1)OCCO2)C1CCCC1 (stereo unspecified),9,0.91
CC1(C)CC2CC(C)(CN2C(=O)CN2C(=O)c3ccccc3C2=O)C1 (stereo unspecified),-9,1.1
S=c1[nH]nc(-c2ccco2)n1/N=C/C=C/c1ccco1,70,0.3
O=C1OCCN1C(=O)[C@H]1[C@H](c2ccc(Cl)cc2)C(c2ccc(F)cc2)=NN1c1ccccc1,2,0.98
CCOc1ccc(CCNC(=O)c2cccc(N3CCCC3=O)c2)cc1OCC,-9,1.1
O=C(NCC1COc2ccccc2O1)Nc1ccccc1F (stereo unspecified),-26,1.3
c1ccc(CCN2CN(CCCN3CCOCC3)c3nc4ccccc4n3C2)cc1,6,0.94
Cc1cc(N2CCCCC2)nc2ccc(NC(=O)c3ccc(Br)o3)cc12,8,0.92
C[C@H](CO)N1C[C@H](C)[C@H](CN(C)S(=O)(=O)c2cn(C)cn2)Oc2ccc(NC(=O)Nc3ccc(C(F)(F)F)cc3)cc2CC1=O,-56,1.6
COc1ccc(Nc2nc(N)nc(CSc3nccc(C)n3)n2)cc1,-4,1
O=C1CSC(=S)N1/N=C/c1ccc(Cl)c([N+](=O)[O-])c1,48,0.52
O=c1cc(CN2CCN(CCO)CC2)c2cc3c(cc2o1)CCC3,1,0.99
Cc1ccccc1OCC(O)Cn1c(NCc2ccccc2)nc2c1c(=O)[nH]c(=O)n2C (stereo unspecified),4,0.96
CC(C)(C)c1nc(NC(=O)Nc2ccccc2)sc1Br,-112*,2.1*
O=C(ON=C1CCN(S(=O)(=O)c2ccccc2)CC1)c1ccc(Cl)cc1,1,0.99
COC(=O)C1=C(C)N(c2cccc3ccccc23)C(=O)C1,4,0.96
O=C(O)CCN1CCc2ccccc21,-3,1
Brc1ccccc1-c1nnc(CSc2nncn2-c2ccccc2)o1,10,0.9
COc1ccc(S(=O)(=O)Nc2cc(C)ccn2)cc1,-9,1.1
COc1ccc(-c2cc(C(=O)N3CCN(c4ccccc4)CC3)no2)cc1OC,-10,1.1
COc1ccc(-n2c(Cc3ccccc3)nnc2SCC(=O)N2CCCc3ccccc32)cc1,10,0.9
CC(=O)Nc1ccc(C(=O)OC2CCOC2=O)cc1 (stereo unspecified),-2,1
CSC1=NCCN1C(=O)c1cccc(C(F)(F)F)c1,13,0.87

# In the list so far, these contain an aryl thioether with sulfur outside any ring.
SMILES,mouse IAP activators,mouse IAP activators Fold change
O=c1cc(CSc2ccc(Cl)cc2)nc2nc[nH]n12,-7,1.1
Cc1noc2ncnc(Sc3c(Cl)cccc3Cl)c12,9,0.91
O=C(Nc1ccccc1Sc1ccccc1)c1ccccc1,8,0.92
COc1ccc(Nc2nc(N)nc(CSc3nccc(C)n3)n2)cc1,-4,1
Brc1ccccc1-c1nnc(CSc2nncn2-c2ccccc2)o1,10,0.9
COc1ccc(-n2c(Cc3ccccc3)nnc2SCC(=O)N2CCCc3ccccc32)cc1,10,0.9

# Further structures:
SMILES,mouse IAP activators,mouse IAP activators Fold change
COc1ccc(C)cc1NC(=O)c1cc2ccccc2cc1OCC(=O)NCc1ccco1,-5,1.1
O=C1Nc2ccccc2C(O)(C(=O)NCc2ccc3c(c2)OCO3)N1c1ccc(Cl)c(Cl)c1 (stereo unspecified),-14,1.1
CCCS(=O)(=O)N1CCN(C(=O)c2cccnc2)CC1,3,0.97
Nc1ncnc2c1ncn2[C@@H]1O[C@H](CNS(=O)(=O)c2cc(S(=O)(=O)c3ccccc3)cs2)[C@@H](O)[C@H]1O,-8,1.1
Cc1cc2oc(=O)cc(-c3ccccc3)c2c(C)c1-c1ccc(OC(F)(F)F)cc1,7,0.93
CCOC(=O)C1=NN(c2ccc(OC)cc2)C(c2ccccc2)CC1=O (stereo unspecified),3,0.97
CCCn1c2c(c(O)c(C(=O)NCCCN(CC)CC)c1=O)CCCC2,4,0.96
C=CCc1c(C)nc(SC)nc1Nc1ccccc1,-7,1.1
O=C(Nc1ccc(OC(=O)c2cccs2)cc1)c1ccco1,6,0.94
CCN=C1SC(CC(=O)NCC)C(=O)N1CC (stereo unspecified),-4,1
Cc1ccc(C(CC(=O)N2CCOCC2)c2ccco2)cc1 (stereo unspecified),1,0.99
CCCCS(=O)(=O)/C=C/[C@H]1[C@H](S(=O)(=O)CCCC)[C@H]2C=C[C@@H]1C2,-5,1.1
CCCOP(=O)(c1ccc(N(C)C)cc1)C(O)c1cc(OC)c(OC)c(OC)c1 (stereo unspecified),-1,1
Cc1ccnc(NC(=O)CSc2cc(=O)n(C)c3ccccc23)c1,-15,1.2
COc1cc(-c2nnc3sc(Cc4ccccc4)nn23)cc(OC)c1OC,6,0.94

# Reformatted with values ahead of the structure: part of the list above.
mouse IAP activators | mouse IAP activators Fold change | structure
-5 | 1.1 | CCCCS(=O)(=O)/C=C/[C@H]1[C@H](S(=O)(=O)CCCC)[C@H]2C=C[C@@H]1C2
7 | 0.93 | Cc1cc2oc(=O)cc(-c3ccccc3)c2c(C)c1-c1ccc(OC(F)(F)F)cc1
-7 | 1.1 | C=CCc1c(C)nc(SC)nc1Nc1ccccc1
-8 | 1.1 | Nc1ncnc2c1ncn2[C@@H]1O[C@H](CNS(=O)(=O)c2cc(S(=O)(=O)c3ccccc3)cs2)[C@@H](O)[C@H]1O
-15 | 1.2 | Cc1ccnc(NC(=O)CSc2cc(=O)n(C)c3ccccc23)c1

# (further entries)
SMILES,mouse IAP activators,mouse IAP activators Fold change
N#C/C(=C\c1ccc(-c2ccccc2)o1)C(=O)Nn1cnnc1,4,0.96
COC(=O)C(NC(=O)c1ccc(C)cc1)(Nc1cccc(C)n1)C(F)(F)F (stereo unspecified),4,0.96
Cc1cc(C)n2ncc(C(=O)NCc3ccc(Cl)cc3)c2n1,-4,1
Cc1cc(F)ccc1NCc1cccnc1,-14,1.1
C=CCn1c(SCC2=C(C(=O)OCC)C(C)NC(=O)N2)nnc1C1CCCCC1 (stereo unspecified),3,0.97
O=S(=O)(NC1CCN(Cc2ccccc2)CC1)c1cccc(S(=O)(=O)N2CCOCC2)c1,4,0.96
COc1ccc(CC(=S)N2CCOCC2)cc1OC,4,0.96
CCN(CC)c1ccc(NC(=O)CN2CCN(c3ccc(F)cc3)CC2)cc1,-9,1.1
O=C(Nc1ccc2ccccc2c1)N1CCN(c2ncccc2C(F)(F)F)CC1,6,0.94
CC(O)C(=O)N/N=C/c1cccc(Cl)c1Cl (stereo unspecified),2,0.98
FC(F)(F)c1cccc(NC(=S)NCc2ccccc2)c1,-69,1.7
Cc1ccc(NC(=O)C(SCC(=O)O)c2ccccc2)cc1C (stereo unspecified),3,0.97
O=C(NCc1ccco1)c1cc2c(s1)CSC2,45,0.55
COc1ccccc1NC(=O)CSc1nnnn1-c1ccc(C)cc1,-2,1
COc1cccc(-c2nn(C)c3sc(C(=O)N4CCN(c5ccccc5)CC4)cc23)c1,6,0.94
COc1ccc(OC)c(S(=O)(=O)Nc2ccc(O)c(Sc3ncn[nH]3)c2)c1,52,0.48
COc1ccc(C2=NO[C@@H]3C(=O)N(c4cccc(C)c4C)C(=O)[C@H]23)cc1OC,7,0.93
O=C1CC(c2ccco2)CC2=C1C=Nc1ccccc1N2 (stereo unspecified),4,0.96
Cc1ccccc1C1CC(=O)Oc2cc(O)ccc21 (stereo unspecified),-4,1
CC(C)[C@H](N)C(=O)NC[C@H]1O[C@@H](n2cnc3c(N)ncnc32)[C@H](O)[C@@H]1O,7,0.93
C[C@@H](c1ccccc1)N1C[C@H]2CCCN2c2cc(Br)ccc2S1(=O)=O,8,0.92
O=C1[C@@H](Oc2ccccc2)[C@@H](c2cccnc2)N1c1ccccc1,10,0.9
O=C(OCc1nc2ccc(Cl)cc2n1CCO)c1ccc2c(c1)OCO2,0,1
CCOc1ccccc1C(=O)N1CCC(n2nnc3cc(C(F)(F)F)ccc32)CC1,-3,1
O=C1OCCN1C(=O)[C@H]1[C@H](c2ccc([N+](=O)[O-])cc2)C(c2ccccc2)=NN1c1ccc(Br)cc1,9,0.91
O=C(Nc1cccc(F)c1)N1CCN(C/C=C/c2ccccc2)CC1,1,0.99
O=C(CCS(=O)(=O)c1cccc2nsnc12)N1CC(=O)N(CCc2ccccc2)C(=O)C1,9,0.91
CN(C)c1ccc(C(=O)Nc2cc(C(F)(F)F)ccc2-n2cncn2)cc1,11,0.89
CCOC(=O)C1=C(C)Nc2ncnn2C1c1cccs1 (stereo unspecified),-1,1
CCOC(=O)C1=C(C)Nc2nc(SCC)nn2C1c1ccc(OC)cc1 (stereo unspecified),0,1
N#C/C(=C/c1ccccc1)c1nn(CCO)c(N)c1C#N,5,0.95
COc1ccc(CC(=O)N[C@@H]2c3cc(OC)c(OC)cc3C[C@H]2OCc2ccccc2)cc1,-29,1.3
Cc1ccc(N2C(=O)/C(=C\c3ccco3)SC2=S)cc1,65,0.35
O=C1c2cccc3c(N4CCCCC4)ccc(c23)C(=O)N1CCO,-18,1.2
O=S(=O)(NCCOCCNS(=O)(=O)c1ccccc1)c1ccccc1,-13,1.1
CC(C)(C)NC(=O)C[C@H]1C[C@H](C(=O)N2CCCCC2)[C@@]2(CCc3ccccc3)c3[nH]c4ccc(Cl)cc4c3CCN2C1=O,-12,1.1
Cc1ccc(C2CC(=O)Oc3cc(C)cc(C)c32)cc1 (stereo unspecified),-6,1.1
O=C(Nc1cc(Cl)cc(Cl)c1)C(c1ccccc1)N1CCCCC1 (stereo unspecified),-77,1.8
CCOc1ccc(NC(=O)CC(c2ccccc2)c2ccc(F)cc2)cc1 (stereo unspecified),-44,1.4
Cc1[nH]c2ccccc2c1C(=O)COC(=O)C1CC(=O)N(Cc2ccco2)C1 (stereo unspecified),-14,1.1
CCOC(=O)C1=CN(Cc2ccco2)S(=O)(=O)NC1c1cccc(OC)c1 (stereo unspecified),1,0.99
CC[C@]12c3[nH]c4cc(CCC(=O)N(C)C)ccc4c3CCN1C(=O)[C@@H](CC(=O)NCCC1=CCCCC1)C[C@@H]2C(=O)N1CCN(C(=O)c2ccco2)CC1,-3,1
CCOC(=O)/C(C#N)=C1\C=CN(C)C(C)=N1,-10,1.1
Cc1cc(-c2c(C)[nH]n(-c3ccc(Cl)cc3)c2=O)n(-c2ccccc2)n1,0,1
CCOC(=O)c1nnn(-c2ccccc2C#N)c1C,3,0.97

# Given with bars between the fields: entries from further up
compound | mouse IAP activators | mouse IAP activators Fold change
N#C/C(=C/c1ccccc1)c1nn(CCO)c(N)c1C#N | 5 | 0.95
CCOC(=O)/C(C#N)=C1\C=CN(C)C(C)=N1 | -10 | 1.1
Cc1ccc(C2CC(=O)Oc3cc(C)cc(C)c32)cc1 (stereo unspecified) | -6 | 1.1
COc1ccc(CC(=O)N[C@@H]2c3cc(OC)c(OC)cc3C[C@H]2OCc2ccccc2)cc1 | -29 | 1.3
O=S(=O)(NCCOCCNS(=O)(=O)c1ccccc1)c1ccccc1 | -13 | 1.1
O=C(Nc1cc(Cl)cc(Cl)c1)C(c1ccccc1)N1CCCCC1 (stereo unspecified) | -77 | 1.8
Cc1[nH]c2ccccc2c1C(=O)COC(=O)C1CC(=O)N(Cc2ccco2)C1 (stereo unspecified) | -14 | 1.1

# Next section
SMILES,mouse IAP activators,mouse IAP activators Fold change
CC(CNCC1CCCO1)COc1ccccc1 (stereo unspecified),6,0.94
C[C@H]1CN([C@@H](C)CO)C(=O)c2cc(NC(=O)Nc3cccc4ccccc34)ccc2O[C@@H]1CN(C)Cc1ccc(-c2ccccc2)cc1,-114*,2.1*
CC[C@]1(C(=O)OC)[C@H]2C(=O)N(Cc3ccccc3)C(=O)[C@H]2[C@H]2CN=C(SCC3CC3)N21,-12,1.1
CN(C)C(=O)CCc1ccc2c3c([nH]c2c1)[C@]1(CCc2ccccc2)[C@@H](C(=O)N2CCCCC2)C[C@H](CC(=O)NCc2cccc(C(F)(F)F)c2)C(=O)N1CC3,-23,1.2
CN(C)c1ccc(N=Nc2nc3ccccc3n2C)cc1,39,0.61
CCC(C)NC(=O)CSc1nnc(-c2ccoc2C)n1CC1CCCO1 (stereo unspecified),-12,1.1

# Only part of the results is shown (hit frequency here may not be typical).
